GIRK2 act: Activates human GIRK2-containing potassium channels; P48051; HEK293 GIRK2/NPY4 cells, thallium flux fluorescence; activation (% efficacy), % for hits at 37.5 µM; 34,000 tested, under 10 active;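 active = primary screen hit, no activity in plain HEK293 cells, and in GIRK2-only cells above 5% efficacy rising with concentration; inactive = the rest, including fluorescent compounds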;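 also: efficacy is normalized control-subtracted fluorescence 15 s after thallium addition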
Target sequence (P48051 whole entry, looked up): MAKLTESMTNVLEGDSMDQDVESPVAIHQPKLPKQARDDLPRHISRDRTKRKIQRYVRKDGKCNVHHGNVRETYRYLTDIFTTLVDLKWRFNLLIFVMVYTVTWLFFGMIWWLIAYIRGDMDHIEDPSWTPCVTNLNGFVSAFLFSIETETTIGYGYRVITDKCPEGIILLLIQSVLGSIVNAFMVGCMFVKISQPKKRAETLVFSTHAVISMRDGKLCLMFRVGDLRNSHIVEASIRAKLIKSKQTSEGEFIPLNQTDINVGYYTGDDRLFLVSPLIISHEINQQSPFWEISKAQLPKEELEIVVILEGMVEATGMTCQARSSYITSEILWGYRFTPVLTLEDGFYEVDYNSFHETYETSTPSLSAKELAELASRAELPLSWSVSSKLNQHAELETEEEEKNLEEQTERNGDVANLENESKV
Calls only; i = inactive. Only part of the results is shown. The share of hits here may be higher or lower than overall.

# | canonical_smiles | GIRK2 act
1 | COc1ccc(-c2cc(CC(=O)Nc3cccc(C(F)(F)F)c3)no2)cc1 | i
2 | CSc1ccccc1NC(=O)c1ccc(=O)n(Cc2cccc([N+](=O)[O-])c2)c1 | i
3 | CCOc1ccccc1C(=O)Nc1ccc(C)c(N2CCCCC2=O)c1 | i
4 | COc1ccc(-c2nnc(NC(=O)/C=C/c3ccccc3)o2)cc1OC | i
5 | CCOc1cc(C(=O)Nc2ccc(N3CCCC3=O)c(OC)c2)cc(OCC)c1OCC | i
6 | Cc1cccc(NC(=O)CN2CCC(COCc3ccccc3)CC2)c1C | i
7 | O=C(CSc1nc(=O)n(CCCO)c2c1CCC2)Nc1ccc(F)cc1 | i
8 | O=C(NCCC1=CCCCC1)C(=O)Nc1cccc(N2CCCC2=O)c1 | i
9 | Cc1nnc2ccc(OCCNS(=O)(=O)c3cccs3)nn12 | i
10 | O=C(Nc1ccc(Cl)c(Cl)c1)Nc1ccc2cn[nH]c2c1 | i
11 | O=C(NCc1cccc2ccccc12)N1CCN(C(=O)c2cnn3ccccc23)CC1 | i
12 | COc1cccc(NC(=O)CSc2nnc(-c3ccc(OC)c(OC)c3)n2N)c1 | i
13 | COc1ccc(C2(CNC(=O)C(=O)NCCC3=CCCCC3)CCCC2)cc1 | i
14 | O=S(=O)(c1cccc(Cl)c1)N1CCN(c2ccc3nnc(C4CC4)n3n2)CC1 | i
15 | COc1cc(S(=O)(=O)NCCNc2ccc(Nc3ccccn3)nn2)c(C)cc1C | i
16 | O=C(Nc1ccc2oc(=O)ccc2c1)C1COc2ccccc2O1 (stereo not drawn) | i
17 | Cc1ccnc(OCC(=O)Nc2ccc(OC(F)(F)F)cc2)n1 | i
18 | COc1ccc(Nc2cc(C)nc(NCCNC(=O)c3nccc(C)n3)n2)cc1 | i
19 | CC1(C)C(=O)NCCN1C(=O)c1ccc(Br)s1 | i
20 | O=C(c1ccno1)N1CCN(c2nc3ccc(Br)cc3s2)CC1 | i
21 | COc1ccc(C)cc1NC(=O)Cn1nc2ccc(SCc3ccc(Cl)cc3)nn2c1=O | i
22 | O=S(=O)(NCCCN1CCOC(c2ccccc2)C1)c1ccc2c(c1)CCCC2 (stereo not drawn) | i
23 | O=c1ccc(-c2ccncc2)nn1CCNS(=O)(=O)c1ccc(-c2ccccc2)cc1 | i
24 | Cc1cc(C)c2c(n1)nn1c(N3CCN(c4ccccc4C)CC3)cc(C)nc21 | i
25 | CC(C)CCOc1ccc(CN)cc1 | i
26 | Cc1nc(Nc2ccc(NC(=O)c3c(-c4ccccc4Cl)noc3C)cc2)cc(-n2cccn2)n1 | i
27 | O=C(Cc1ccc(NC(=O)C23CC4CC(CC(C4)C2)C3)cc1)NC1CC1 | i
28 | O=C(CCCn1c(=S)[nH]c2ccc(Br)cc2c1=O)NCc1ccccc1 | i
29 | C=CCc1ccccc1OCC(O)CN1CCN(c2ccc(F)cc2)CC1 (stereo not drawn) | i
30 | COC(=O)c1c2c(nc3c1c(C)nn3C1CCS(=O)(=O)C1)CCC2 (stereo not drawn) | i
31 | CCNC(=O)C1Cc2ccccc2N1C(=O)NCc1ccccc1 (stereo not drawn) | i
32 | CC(=O)NCCc1nc2ccccc2n1CCc1ccccc1 | i
33 | COc1cccc(CCNC(=O)Cc2cc(-c3ccc(C)cc3)on2)c1 | i
34 | CCOc1ccc(-c2cc(=O)n(CC(=O)NCCc3ccccc3OC)cn2)cc1 | i
35 | CSc1ncccc1C(=O)N1CCC(CNC(=O)c2cc(C)on2)CC1 | i
36 | CCc1ccccc1OCC(=O)Nc1ccc(OC)cc1OC | i
37 | COc1ccc(Nc2cc(C)nc3c(-c4ccc(OC)c(OC)c4)c(C)nn23)cc1 | i
38 | O=C(OCc1ccccc1)c1ccc(C2Nc3ccccc3S(=O)(=O)N2)cc1 (stereo not drawn) | i
39 | O=C(CN1CC(c2nc(-c3cccc(C(F)(F)F)c3)no2)C1)Nc1nccs1 | i
40 | COc1ccc(OC)c(NC(=O)CCc2csc(NC(=O)c3ccc(F)cc3)n2)c1 | i
41 | Cc1ccc(C)c(S(=O)(=O)N2CCC(c3nnc(C4CC4)o3)CC2)c1 | i
42 | Cc1ccc(N2C(=O)CCS2(=O)=O)cc1S(=O)(=O)Nc1ccccc1Cl | i
43 | CS(=O)(=O)N1CCC(C(=O)Nc2nc(-c3ccc(Cl)c(Cl)c3)cs2)CC1 | i
44 | CS(=O)(=O)N1CCCCC1C(=O)N(Cc1ccccn1)c1nc2c(F)cccc2s1 (stereo not drawn) | i
45 | CC(C)Cn1c(=O)c2nscc2n(CC(=O)N2CCN(c3ccccc3)CC2)c1=O | i
46 | O=C(NCC1(c2cccs2)CCOCC1)c1cc(C(F)(F)F)cc(C(F)(F)F)c1 | i
47 | COc1ccc(OC)c(NC(=O)C(=O)NCC2CCN(C)CC2)c1 | i
48 | Cc1ccc2c(CC(=O)NCC(C)C)cc(=O)oc2c1 | i
49 | COc1cccc(C(=O)Nc2c3c(nn2C(C)(C)C)CS(=O)(=O)C3)c1OC | i
50 | Cc1ccc(S(=O)(=O)NCCCN2CCOC(c3ccccc3)C2)cc1C (stereo not drawn) | i
51 | COC(=O)Cn1c(=NC(=O)c2cc(C)no2)sc2cc3c(cc21)OCO3 | i
52 | Cc1ccccc1Cn1c(=O)c2c(nc3n(CCN4CCOCC4)c(C)c(C)n23)n(C)c1=O | i
53 | CN1CCN(n2c3c(c(SCC(=O)Nc4nccs4)nc2=O)CCC3)CC1 | i
54 | CCCNC(=O)Cn1nc2c(c1NC(=O)c1c(OCC)ccc3ccccc13)CSC2 | i
55 | COc1ccc(C)cc1NC(=O)NCCNc1ccc(Nc2ccccn2)nn1 | i
56 | O=C1NC(c2ccccc2)CO1 (stereo not drawn) | i
57 | O=C(NCCN1CCN(c2ccc(F)cc2)CC1)C(=O)NCc1ccc(F)cc1 | i
58 | CS(=O)(=O)N1CCC(CNC(=O)COc2ccc(Cl)cc2)CC1 | i
59 | Cn1c(=NC(=O)C2CCCN(S(C)(=O)=O)C2)sc2ccccc21 (stereo not drawn) | i
60 | Cc1cc(NC(=O)C2CCCN(S(=O)(=O)c3ccc(Cl)cc3)C2)n(C(C)C)n1 (stereo not drawn) | i

(cont.)
# | canonical_smiles | GIRK2 act
61 | COc1ccc(SCCC(=O)Nc2nnc(-c3ccc(OC)cc3)o2)cc1 | i
62 | CCc1ccc(S(=O)(=O)Nc2ccc3c(c2)N(C(=O)c2cccs2)CC3)s1 | i
63 | COc1cc(NC(=O)Nc2ccc3c(c2)N(C(=O)C(C)C)CCC3)cc(OC)c1OC | i
64 | Cc1cccc(-c2n[nH]n3c2nc(=O)c2ccc(C(=O)N4CCN(c5ccc(F)cc5)CC4)cc23)c1 | i
65 | CCOC(=O)c1ccccc1NC(=O)Cn1cc(-c2ccccc2)c2ncn(CCOC)c(=O)c21 | i
66 | CC(NCC(O)Cn1cc(/C=N\O)c2ccccc21)C(=O)O (stereo not drawn) | i
67 | CC(C)(C)c1csc(NC(=O)C2=COCCO2)n1 | i
68 | O=C(NC1CC1)c1cc(-c2ccco2)n(C2CCS(=O)(=O)C2)n1 (stereo not drawn) | i
69 | CC(C)(C)C(=O)NC(=S)N1CCNC(=O)C1CC(=O)OC1CCCCC1 (stereo not drawn) | i
70 | Cc1cc(C)n(-c2ccc(N3CCC(C(=O)NC4CC4)CC3)nn2)n1 | i
71 | CCCn1c(=O)c2sc(N3CCCC3)nc2n(CC(=O)Nc2ccc(OC)cc2OC)c1=O | i
72 | COc1ccc(NC(=O)Cn2nc3ccc(SCc4ccc(Cl)cc4)nn3c2=O)cc1Cl | i
73 | O=S(=O)(CCCOc1ccc(F)cc1)NCCCc1ccccc1 | i
74 | CN(C)CCCN1C(=O)C(O)=C(C(=O)c2cc3ccccc3o2)C1c1ccc([N+](=O)[O-])cc1 (stereo not drawn) | i
75 | CN1CCN(C(=O)CC23CC4CC(C2)CC(c2ccccc2)(C4)C3)CC1 | i
76 | COc1cc(C(=O)NCC2CCN(S(C)(=O)=O)CC2)cc(OC)c1OC | i
77 | Cc1c(Cl)cccc1NC(=O)C(=O)NCCCCN1CCOC(c2ccccc2)C1 (stereo not drawn) | i
78 | Cc1ccccc1Cn1cc(C(=O)Nc2ccc(S(N)(=O)=O)cc2)ccc1=O | i
79 | COc1ccc(-c2nc(CCNC(=O)Cn3cnc(C)cc3=O)cs2)cc1 | i
80 | Cn1nc(NC(=O)C(C)(C)Oc2ccc(Cl)cc2)c2c1NC(=O)CC2c1ccco1 (stereo not drawn) | i
81 | CC(NS(=O)(=O)CCCOc1ccc2c(c1)OCO2)c1ccccc1 (stereo not drawn) | i
82 | CCCNC(=O)Cn1nc2c(c1NC(=O)c1cc(Cl)ccc1OC)CSC2 | i
83 | CC(C)(Oc1ccc(Cl)cc1)C(=O)N(Cc1ccsc1)Cc1ccccn1 | i
84 | O=C(Nc1ccc2ncsc2c1)c1ccc(Cl)cc1 | i
85 | O=C(NCCc1ccccc1)NCC1(O)CCCC1 | i
86 | CC(C)c1ccc(-n2nnc(C(=O)NCc3ccccc3)c2N)cc1 | i
87 | O=C(Nc1ccccc1)N1CCCSCC1CN1CCOCC1 (stereo not drawn) | i
88 | O=C(NCCCCN1CCOC(c2ccccc2)C1)C(=O)Nc1ccc(C(F)(F)F)cc1 (stereo not drawn) | i
89 | CC1(C)Cc2cccc(OCCCS(=O)(=O)N3CCN(c4ncccn4)CC3)c2O1 | i
90 | CN(C)c1ccc(C(=O)NCCN2CCC(c3cccs3)CC2)cc1 | i

The closing 4 records of the part before come first, to join the parts:
# | canonical_smiles | GIRK2 act
87 | O=C(Nc1ccccc1)N1CCCSCC1CN1CCOCC1 (stereo not drawn) | i
88 | O=C(NCCCCN1CCOC(c2ccccc2)C1)C(=O)Nc1ccc(C(F)(F)F)cc1 (stereo not drawn) | i
89 | CC1(C)Cc2cccc(OCCCS(=O)(=O)N3CCN(c4ncccn4)CC3)c2O1 | i
90 | CN(C)c1ccc(C(=O)NCCN2CCC(c3cccs3)CC2)cc1 | i
91 | COc1nn(C)cc1-c1nnc(SCCC(C)C)n1C | i
92 | COc1ccc(C(=O)NCCNC(=O)c2ccc(NC(C)=O)cc2)c(OC)c1 | i
93 | CC(C)Oc1ccc(C(=O)NCC(O)(c2ccccc2)C(F)(F)F)cc1 (stereo not drawn) | i
94 | CN(C)c1cccc(C(=O)N2CCC(c3nnc(-c4ccc(F)cc4)o3)CC2)c1 | i
95 | Cc1cc(NC(=O)/C=C/c2cccs2)on1 | i
96 | COc1ccc(/C=C/C(=O)Nn2cnc3c(cnn3-c3ccccc3)c2=O)cc1OC | i
97 | O=S(=O)(c1ccc(Cl)cc1)N1CCC(c2nc(-c3cccc(C(F)(F)F)c3)no2)CC1 | i
98 | COC(=O)c1ccc(NC(=O)c2ccc(=O)[nH]n2)cc1 | i
99 | Cc1cc(C(=O)N2CCOCC2)nn1CC(=O)NCc1cccnc1 | i
100 | COCC(=O)Nc1ccc(N2CCCC2=O)cc1 | i
101 | O=C(NCCCCN1CCOC(c2ccccc2)C1)C1CCCCC1 (stereo not drawn) | i
102 | Nc1nc(SCc2nnc(Nc3ccccc3)s2)nc2sc3c(c12)CCC3 | i
103 | Cc1nn(C2CCS(=O)(=O)C2)c2nc(-c3cccs3)cc(C(=O)NC3CCCCCC3)c12 (stereo not drawn) | i
104 | COc1ccccc1-n1nnc(C(=O)Nc2ccc(-n3nncc3C)cc2)c1C | i
105 | O=C(NC1CCCCC1)N(CCCO)CC(O)Cn1c2ccccc2c2ccccc21 (stereo not drawn) | i
106 | CC(OC(=O)c1ccc2ccccc2n1)C(=O)c1ccc(F)cc1 (stereo not drawn) | i
107 | CC(=O)NC1C(Oc2cc(C(F)(F)F)cc(C(F)(F)F)c2)OC(CO)C(O)C1O (stereo not drawn) | i
108 | CC12CC3(C)CC(C)(C1)CC(CC(=O)O)(C2)C3 | i
109 | Cn1c(-c2cccs2)nn(CCNC(=O)c2ccc(N3C(=O)CCC3=O)cc2)c1=O | i
110 | C=CCOCC(O)CN1CCN(c2cccc(Cl)c2)CC1 (stereo not drawn) | i
111 | CCc1ccc(NC(=O)C(=O)NCC2(O)CCCC2)cc1 | i
112 | COc1ccc(NC(=O)COc2ccccc2F)cc1N1CCCCC1=O | i
113 | Cc1ccc(N2C(=O)CCS2(=O)=O)cc1S(=O)(=O)NCCc1c[nH]c2ccccc12 | i
114 | COc1ccc(OC)c(NC(=O)CSc2ncnc3sc(C)cc23)c1 | i
115 | CSc1ccccc1NS(=O)(=O)c1cc2c3c(c1)CCC(=O)N3CCC2 | i
116 | O=C(c1ccccc1)c1ccc(OCC(O)CNc2ccc(F)cc2)cc1 (stereo not drawn) | i
117 | COCCCNC(=O)c1ccc(Cn2c(=S)[nH]c3ccc(Br)cc3c2=O)cc1 | i
118 | Cn1cc(CC(=O)Nc2ccccc2NC(=O)c2ccccn2)c2ccccc21 | i
119 | CCc1nnsc1C(=O)Nc1c(C(=O)Nc2ccccc2)oc2ccccc12 | i
120 | NS(=O)(=O)c1ccc(NC(=O)c2ccc(=O)n(Cc3cccc([N+](=O)[O-])c3)c2)cc1 | i
121 | CN(C1CC1)S(=O)(=O)c1ccc(C(=O)Nc2sc3c(c2C(N)=O)CCCCC3)cc1 | i
122 | CCC(C(=O)N1CC(c2nc(-c3cccc(C(F)(F)F)c3)no2)C1)c1ccccc1 (stereo not drawn) | i
123 | COc1ccc(-c2noc(C3CCCN(S(=O)(=O)c4ccc(C)cc4)C3)n2)cc1OC (stereo not drawn) | i
124 | COc1ccc(S(=O)(=O)CCC(=O)Nc2nc(-c3nc4ccccc4s3)cs2)cc1 | i
125 | COc1ccc(CC(=O)NCC(O)(c2ccccc2)C(F)(F)F)cc1OC (stereo not drawn) | i
126 | CC(C)(C)C(=O)NCCn1ccc2ccccc21 | i
127 | Cc1cc(C)cc(C(=O)Nc2ccc(S(=O)(=O)N3CCN(c4cnccn4)CC3)cc2)c1 | i

5 compounds already listed, sorted by heavy-atom count, smallest number first.
# | canonical_smiles | GIRK2 act
126 | CC(C)(C)C(=O)NCCn1ccc2ccccc21 | i
125 | COc1ccc(CC(=O)NCC(O)(c2ccccc2)C(F)(F)F)cc1OC (stereo not drawn) | i
120 | NS(=O)(=O)c1ccc(NC(=O)c2ccc(=O)n(Cc3cccc([N+](=O)[O-])c3)c2)cc1 | i
123 | COc1ccc(-c2noc(C3CCCN(S(=O)(=O)c4ccc(C)cc4)C3)n2)cc1OC (stereo not drawn) | i
127 | Cc1cc(C)cc(C(=O)Nc2ccc(S(=O)(=O)N3CCN(c4cnccn4)CC3)cc2)c1 | i
